# Assay outcomes from PubChem.
# GPR151 activ = human GPR151 activation; AID 1508602; Q8TDV0; PathHunter beta-arrestin GPR151 cells, luminescence; actives 1% (n = 650,000); activation, % at 11.2 µM; in the data active means activation above about 4.9%;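 further: 0% = median of compound wells and 100% = cells with positive control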
# Target sequence (Q8TDV0 whole entry, looked up): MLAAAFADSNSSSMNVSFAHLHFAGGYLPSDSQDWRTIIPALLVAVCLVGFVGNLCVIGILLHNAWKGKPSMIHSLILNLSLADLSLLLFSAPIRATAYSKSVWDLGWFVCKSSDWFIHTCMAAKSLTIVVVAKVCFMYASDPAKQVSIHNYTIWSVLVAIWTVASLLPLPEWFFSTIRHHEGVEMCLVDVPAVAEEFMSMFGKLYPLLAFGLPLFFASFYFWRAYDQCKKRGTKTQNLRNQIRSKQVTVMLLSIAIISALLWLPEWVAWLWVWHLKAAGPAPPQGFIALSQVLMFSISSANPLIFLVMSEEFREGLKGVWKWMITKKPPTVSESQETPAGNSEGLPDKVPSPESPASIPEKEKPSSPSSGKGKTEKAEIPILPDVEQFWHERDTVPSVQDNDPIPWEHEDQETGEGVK
# FBW7 activator = activators of human E3 ligase FBW7; Q969H0; AlphaScreen FBW7–phospho-cyclin E peptide binding, activator screen; normalized activity (activation), % at 26.1 µM; actives 0.13% (n = 650,000); AID 1259310; in the data active means normalized activity above about 1.9%;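 further: purified mutant Fbw7 with reduced substrate affinity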
# Target sequence (Q969H0 whole entry, looked up): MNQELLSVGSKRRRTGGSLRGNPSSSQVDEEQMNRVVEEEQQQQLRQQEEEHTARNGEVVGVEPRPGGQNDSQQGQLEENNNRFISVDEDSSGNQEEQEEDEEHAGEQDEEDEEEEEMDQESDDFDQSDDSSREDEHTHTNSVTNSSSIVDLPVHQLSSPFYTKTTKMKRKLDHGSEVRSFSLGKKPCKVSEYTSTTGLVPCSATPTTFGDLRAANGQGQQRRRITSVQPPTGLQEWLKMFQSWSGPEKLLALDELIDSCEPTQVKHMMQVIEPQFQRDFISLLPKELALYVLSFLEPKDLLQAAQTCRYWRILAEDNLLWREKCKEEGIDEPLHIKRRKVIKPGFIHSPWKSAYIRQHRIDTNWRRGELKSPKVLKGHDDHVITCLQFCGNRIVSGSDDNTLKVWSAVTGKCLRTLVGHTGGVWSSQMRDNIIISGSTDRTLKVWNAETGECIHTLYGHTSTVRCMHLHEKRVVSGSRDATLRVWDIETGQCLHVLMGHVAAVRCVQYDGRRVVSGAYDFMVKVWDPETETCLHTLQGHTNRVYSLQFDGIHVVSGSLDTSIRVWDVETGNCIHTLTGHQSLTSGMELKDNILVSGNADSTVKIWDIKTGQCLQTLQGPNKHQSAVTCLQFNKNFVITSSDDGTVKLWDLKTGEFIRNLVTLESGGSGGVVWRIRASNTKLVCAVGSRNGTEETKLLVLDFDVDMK
# TEAD-YAP block = TEAD-YAP interaction inhibition; HEK-TIYL cells, TEAD-Gal4/YAP UAS-luciferase luminescence; inhibition, % at 9.12 µM; actives 1.4% (n = 640,000); AID 1259422; in the data active means inhibition above about 32%;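 further: 0% = median of test compound wells and 100% = reference inhibitor wells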
# MITF primary = inhibitors of human MITF; O75030; AlphaScreen MITF homodimerization, bead proximity signal; inhibition, % at 2.6 µM; actives 0.91% (n = 650,000); in the data active means inhibition above about 50%;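 further: 0% = vehicle wells with protein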
# An asterisk follows results filed as active. Hits appear at their usual frequency; any-hit rate near 3.5%.
SMILES,GPR151 activ,FBW7 activator,TEAD-YAP block,MITF primary
N#CC1=C(N)Oc2n[nH]c(-c3ccc(Cl)c(Cl)c3)c2C1c1ccccc1F (stereo not drawn),0.7,-0.1,4,0
COc1ccc(S(=O)(=O)N2CCCOC2CNC(=O)C(=O)NC(C)C)cc1OC (stereo not drawn),2.7,0.6,-7,-4
CCCCOc1ccc(S(=O)(=O)NCc2ccco2)cc1,4.4,0.2,-13,3
COc1cc(/C=C2\NC(=O)N(Cc3ccc(Cl)cc3)C2=O)cc(OC)c1OC,0.3,0.3,1,13
CC(=O)c1ccc(N2CCN(C(=O)/C=C/c3cccc(Br)c3)CC2)cc1,1.4,0.1,0,18
O=c1[nH]c(=O)c2nc3cc([N+](=O)[O-])ccc3nc2[nH]1,-2.3,0.6,1,1
O=C(Nc1cccc(-c2nc3ccccc3[nH]2)c1)c1ccc(Br)o1,-1.6,-0.1,-11,1
O=C(ON1C(=O)c2ccccc2C1=O)c1ccccc1,-0.8,-0.1,3,15
O=C(NCCCO)Nc1ccc(Cl)c(Cl)c1,1.4,-0.2,-19,-12
Cc1cccc(NC(=O)CSc2nc3ccccc3n2CC(=O)N2CCCC2)c1,2.4,0.1,7,1
O=C1OC(c2ccc(-c3ccccc3)cc2)=N/C1=C/c1cccc2ccccc12,0.5,0.0,-12,7
CC1CCCC(C)N1C(=O)C1=CC(c2cccs2)=NS(=O)(=O)N1C (stereo not drawn),-0.6,-0.1,10,15
COc1cccc(NC(=O)c2c(I)cnn2C)c1,1.4,-0.1,-1,-2
COc1cc(/C=N/NC(=S)NCCN2CCOCC2)cc(OC)c1O,-0.7,-0.2,-13,-3
Cc1ccc(C(=O)CCC(=O)Nc2ccccc2Cl)cc1,-1.0,0.1,-22,15
OCCC1CN(Cc2ccc3cccc(F)c3n2)CCN1Cc1cccs1 (stereo not drawn),2.5,-0.2,-6,1
O=C(Cc1ccc(Br)cc1)Nc1ccc(F)c([N+](=O)[O-])c1,0.6,0.0,8,-23
CCOc1cccc(C(=O)NC(=S)Nc2ccc3c(c2)OCCO3)c1,-1.5,-0.1,-17,5
CCN1/C(=c2/s/c(=C3/C(=O)N(c4ccccc4)NC3=Nc3ccccc3)n(CC)c2=O)Sc2ccc(OC)cc21,0.1,-0.1,5,19
O=C1C(=O)N(c2ncccn2)C(c2ccc(Cl)cc2)/C1=C(\O)c1ccccc1 (stereo not drawn),-0.1,-0.1,0,20
NS(=O)(=O)c1ccc(CCNC(=S)NC2CCCC2)cc1,0.2,0.1,-4,3
O=C(/C=C/c1ccccc1)Nc1nnc(CSCc2ccccc2F)s1,-1.4,0.2,6,15
COC(c1ccc2c(c1)CN(C(=O)CSc1ccncc1)CCO2)C1CCCCC1 (stereo not drawn),4.3,0.0,-5,-13
O=C(Nc1ccc(F)cc1)N1CCN(c2ccc3nnc(-c4ccc(F)cc4)n3n2)CC1,3.8,0.2,13,10
COc1ccccc1OCC(=O)N1CCN(c2cccc(Cl)c2)CC1,-1.2,-0.1,7,-15

# Following part.
SMILES,GPR151 activ,FBW7 activator,TEAD-YAP block,MITF primary
Cc1cccc(NC(=O)Cc2ccc(NC3=NC4CS(=O)(=O)CC4S3)cc2)c1 (stereo not drawn),-0.6,0.3,4,8
O=C(Nc1ccc(Cl)cn1)c1cccc(Br)c1,-3.7,0.0,-41,5
Cc1sc(NC(=O)c2ccccc2Br)nc1-c1ccc(-c2ccccc2)cc1,2.8,0.0,-8,-25
O=C(Nc1ccc(-c2nc3ccccc3o2)c(O)c1)c1ccc([N+](=O)[O-])o1,-0.5,0.0,13,-11
COc1cccc(NC(=O)NCCNc2ccc(C)nn2)c1,-1.2,0.0,-9,-2
N#CC1=C(N)Oc2cc(N)ccc2C1c1ccc(Br)s1 (stereo not drawn),-1.0,-0.1,0,-8
CCC(=O)NC(c1nnc2n1CCN(Cc1ccc3c(c1)CCCN3C)CC2)C(C)C (stereo not drawn),1.1,0.0,0,-5
COC1OC(=O)C(Cl)=C1N1CCOCC1 (stereo not drawn),2.1,0.1,-8,-7
C/C(=N\NC(=O)c1ccc(O)cc1)c1ccccc1F,0.7,0.0,-15,1
COc1ccc(OC)c(NC(=O)Cc2cn(C)c3ccccc23)c1,1.7,-0.1,-9,5
Cc1cccc2c1[nH]c1nc(SCC(=O)Nc3ccc([N+](=O)[O-])cc3)nnc12,1.2,0.0,10,2
CC(C)(C)c1cc2oc3c(c2cc1OC(=O)c1ccccc1[N+](=O)[O-])CCCC3,0.4,0.1,0,5
Cc1nn(CN2CCCC2c2nc3ccccc3s2)c(C)c1[N+](=O)[O-] (stereo not drawn),-1.4,0.2,9,9
c1ccc(OCCOCCN2CCc3ccccc3C2)cc1,0.9,-0.2,8,-3
CSc1cccc(NC(=O)CN(c2ccccc2F)S(=O)(=O)c2ccccc2)c1,-0.4,0.0,12,2
CC(=O)OC(CCl)c1cccc([N+](=O)[O-])c1 (stereo not drawn),0.1,0.5,-4,-1
N#Cc1ccc(NC(=O)COC(=O)C2(c3cccc(F)c3)CCCC2)cc1,2.1,0.1,6,1
CCOc1cc(C(=O)Nc2sc3c(c2C(N)=O)CCC(C(C)(C)C)C3)cc(OCC)c1OCC (stereo not drawn),2.0,0.0,0,-5
CCN(CC)C(=O)[C@@H]1C[C@H](NC(C)C)CN1Cc1ccc(Cl)cc1,-1.3,0.1,18,6
CC(C)Sc1nc2c(c(=O)[nH]c(=O)n2C)n1Cc1ccc(Cl)cc1,0.6,0.1,-10,-6
CCOc1ccc(C2NC(=O)NC2=O)cc1 (stereo not drawn),1.9,0.0,7,-10
CC1CCc2c(sc(NC(=O)c3cc4cc(Cl)ccc4oc3=O)c2C(N)=O)C1 (stereo not drawn),0.2,0.0,10,13
CCc1nnc(NC(=O)CSc2nc(O)c(NC(C)=O)c(=O)[nH]2)s1,0.5,0.1,-5,2
O=S(=O)(N1CCCCCC1)N1CCN(S(=O)(=O)N2CCOCC2)CC1,1.6,0.1,0,13
Cc1ccc2c(=O)[nH]c(Nc3nc(C)cc(-c4ccccc4)n3)nc2c1,-0.6,-0.1,3,1

# Complete entries from above:
# CCc1nnc(NC(=O)CSc2nc(O)c(NC(C)=O)c(=O)[nH]2)s1 reads GPR151 activ = 0.5; FBW7 activator = 0.1; TEAD-YAP block = -5; MITF primary = 2
# CC(C)Sc1nc2c(c(=O)[nH]c(=O)n2C)n1Cc1ccc(Cl)cc1 reads GPR151 activ = 0.6; FBW7 activator = 0.1; TEAD-YAP block = -10; MITF primary = -6
# N#Cc1ccc(NC(=O)COC(=O)C2(c3cccc(F)c3)CCCC2)cc1 reads GPR151 activ = 2.1; FBW7 activator = 0.1; TEAD-YAP block = 6; MITF primary = 1

# A different layout for 7 compounds above:
Structure	GPR151 activ	FBW7 activator	TEAD-YAP block	MITF primary
Cc1sc(NC(=O)c2ccccc2Br)nc1-c1ccc(-c2ccccc2)cc1	2.8	0.0	-8	-25
CCOc1cc(C(=O)Nc2sc3c(c2C(N)=O)CCC(C(C)(C)C)C3)cc(OCC)c1OCC (stereo not drawn)	2.0	0.0	0	-5
CCC(=O)NC(c1nnc2n1CCN(Cc1ccc3c(c1)CCCN3C)CC2)C(C)C (stereo not drawn)	1.1	0.0	0	-5
O=C(Nc1ccc(F)cc1)N1CCN(c2ccc3nnc(-c4ccc(F)cc4)n3n2)CC1	3.8	0.2	13	10
O=C(Nc1ccc(-c2nc3ccccc3o2)c(O)c1)c1ccc([N+](=O)[O-])o1	-0.5	0.0	13	-11
O=C1C(=O)N(c2ncccn2)C(c2ccc(Cl)cc2)/C1=C(\O)c1ccccc1 (stereo not drawn)	-0.1	-0.1	0	20
COc1cc(/C=C2\NC(=O)N(Cc3ccc(Cl)cc3)C2=O)cc(OC)c1OC	0.3	0.3	1	13

# Next entries follow:
SMILES,GPR151 activ,FBW7 activator,TEAD-YAP block,MITF primary
CC(=O)N(c1cccc(C)c1)c1nc(CSc2n[nH]c(N)n2)cs1,-0.3,-0.1,-10,6
Cc1ccc2c(c1)nnn2C1CCN(C(=S)NCC2CCCO2)CC1 (stereo not drawn),-0.8,-0.1,2,-10
O=C(CSc1nnc(-c2ccccc2)o1)Nc1ccccc1I,1.0,0.1,-1,21
COc1ccc(-c2nc3c(Nc4ccc(N5CCOCC5)cc4)ncnc3n2C(C)C)cc1,0.9,0.1,-10,-10
COc1cc(Nc2ccc(N3CCC(C(=O)NCc4cccnc4)CC3)nn2)cc(OC)c1OC,-0.3,-0.1,1,-60
Cc1ccc(-c2nc(CS(=O)(=O)CC(=O)Nc3cc(F)ccc3F)c(C)o2)cc1,-1.5,0.0,1,-11
CCOC(=O)/C(=C/C1=CC(=C/N(C)C)/C(=O)O1)C(C)=O,0.2,0.0,1,30
CC(=O)C1=C(c2cccc([N+](=O)[O-])c2)N(C(C)=O)n2c(nnc2-c2ccccc2)S1,1.1,0.0,0,-1
CC(=O)C(C)n1c(=O)c2c(nc3n(-c4cccc(Cl)c4)c(C)cn23)n(C)c1=O (stereo not drawn),-1.4,0.2,9,4
CC1=NN(c2cc(Cl)cc(Cl)c2)C(=O)/C1=C/c1ccc(-c2ccc3c(c2)C(=O)OC3)o1,0.7,-0.2,1,1
COc1ccc(NC(=O)NC(C)c2nc(-c3cccnc3)n[nH]2)cc1 (stereo not drawn),-0.9,0.1,-5,21
Cc1ccccc1-n1ncc(C(C)NC(=O)CSc2ncccn2)c1C (stereo not drawn),0.2,0.0,-1,14
O=C(NCC1CCCN(Cc2cccnc2)C1)C1(c2ccc(Cl)cc2)CC1 (stereo not drawn),-1.2,-0.1,-1,-11
CCC(=O)NNC(=S)NC(=O)c1sc2ccccc2c1Cl,2.6,-0.2,-25,-3
COc1ccc(C2C(C(=O)Nc3ccccn3)c3ccccc3C(=O)N2Cc2ccc(F)cc2)cc1 (stereo not drawn),-0.2,0.7,-2,13
Cc1cc(N(C)C)nc(NCCNC(=O)Nc2ccc(C)c(C)c2)n1,-0.6,-0.1,-6,1
CS(=O)(=O)N1CCC(C(=O)N2CCN(c3nc4c(F)cc(F)cc4s3)CC2)CC1,1.1,-0.3,6,-4
Cc1ccc(NC(=O)COc2ccccc2)cc1[N+](=O)[O-],1.2,0.2,2,18
O=C(CCCOc1ccc(Cl)cc1)Nc1ncn[nH]1,-1.8,0.5,1,2
Cc1n[nH]c(C)c1CCC(=O)N/N=C/c1ccc(Cl)cc1,6.0*,0.1,0,13
COC(=O)C1=CN(CC2CCCO2)C=C(C(=O)OC)C1c1ccc(O)c(OC)c1 (stereo not drawn),-0.1,0.0,5,9
COc1ccc(NS(=O)(=O)c2ccc(NC(=O)Nc3ccc(Cl)cc3)cc2)cc1,0.8,0.4,4,15
CCOC(=O)c1ccc(CN(Cc2ccc(C)cc2)S(=O)(=O)c2ccc(F)c(C(=O)Nc3cccc(Cl)c3Cl)c2)cc1,-1.2,-0.2,2,1
CCn1c(NC(=O)/C=C/c2ccc(F)cc2)nc2ccccc21,0.3,-0.3,-9,5
Cc1c(Cl)cccc1NC(=O)CC1SC(N)=NC1=O (stereo not drawn),-0.4,0.3,-6,-1

# The list continues:
SMILES,GPR151 activ,FBW7 activator,TEAD-YAP block,MITF primary
CCCCNC(=O)Cc1coc2ccc3ccccc3c12,-0.4,0.0,-1,-6
CCCOC(=O)C1=C(C)NC(=O)NC1c1ccc(OCC)c(OC)c1 (stereo not drawn),0.9,-0.1,-21,-3
CC1CCN(Cc2nnnn2CC(=O)NC(c2ccncc2)c2ccc(F)cc2)CC1 (stereo not drawn),-0.6,-0.1,2,9
CCOc1cc(/C=N\NC(=O)c2ccc(Br)cc2)cc([N+](=O)[O-])c1O,0.8,0.0,1,11
CN1C(=O)CC(CC(=O)N2CCN(C)C(c3ccccc3)C2)(c2cccc(F)c2)C1=O (stereo not drawn),1.7,0.0,-5,3
CCC(=O)NCC(c1ccco1)N1CCN(c2ccccc2)CC1 (stereo not drawn),-0.3,-0.2,-8,-5
CC(=O)c1ccc(NC(=S)N2CCC(C(N)=O)(N3CCCCC3)CC2)cc1,1.0,0.0,10,15
Fc1ccc(CSc2nnnn2-c2ccccc2)cc1,0.7,0.2,10,-11
N#Cc1ccccc1NC(=O)COC(=O)c1ccccc1C(F)(F)F,0.0,0.0,3,3
CCN1CCN(C(=O)c2sc3ncn(Cc4ccccc4F)c(=O)c3c2C)CC1,0.5,0.1,-10,-1
O=C(N/N=C/c1ccccc1[N+](=O)[O-])c1cccs1,0.7,0.1,-36,13
CC(C)(C)c1ccc(CSc2nc3cc4c(cc3c(=O)n2CCC(=O)N2CCN(c3ccccc3)CC2)OCO4)cc1,-0.9,0.0,0,10
O=C(/C=C/c1ccccc1)NC(=S)Nc1cccnc1Cl,0.1,-0.1,-14,-15
Cc1c([N+](=O)[O-])cc2[nH]c(=O)c(=O)[nH]c2c1[N+](=O)[O-],-0.1,0.7,3,6
CCOC(=O)C1=C(C)N(CCO)C(=O)NC1c1cccc(O)c1 (stereo not drawn),0.6,0.2,9,0
CCOC(=O)c1c(C)c(C(=O)Nc2cc(C)cc(C)c2)c(C)n1C,0.5,-0.1,-3,-7
CCOC(=O)N1CCC(NC(=O)c2ccc(N3CC4CC(C3)c3cccc(=O)n3C4)c(NC(=O)c3ccc(F)cc3)c2)CC1 (stereo not drawn),-0.8,0.0,-1,8
NC(=O)COC(=O)C1(c2ccc(Cl)cc2)CCCC1,-1.5,-0.1,3,-3
CCOC(=O)c1c(NC(=O)Cc2ccc(Cl)cc2)sc(C(=O)N(C)C)c1C,0.6,1.5,0,4
COc1ccc2c(c1)O/C(=C\c1ccc(OS(C)(=O)=O)cc1)C2=O,-0.3,0.0,2,-4
O=C(COc1ccc(Cl)cc1)Nc1ncc(Cc2ccc(Br)cc2)s1,-0.6,-0.4,-5,6
O=C(CSc1ccccn1)Nc1ccc(F)cc1,-0.8,0.5,-14,-3
O=C1c2ccccc2C(=O)N1CC(O)COc1cccc2ccccc12 (stereo not drawn),2.1,0.1,-7,6
